SV40 large T antigen = TAg ATPase/helicase activity blockers – biochemical (AID 1903). SV40 large T antigen ATPase/helicase inhibition assay; higher % means a stronger effect. inhibition, % at 20 µM; hits with a dose series show IC50 in µM. hit rate 0.39% among 310,000; in the data active means a potency from the dose series; inconclusive means inhibition mostly from about 32% at the one dose, without a potency; inactive means the rest, 99 in 100 with inhibition below about 32%; further: strong numbers were not always called active
RSV antiviral HEp-2 = inhibition of RSV-induced cytopathic effect – HEp-2 cells, primary 10 µM value included (AID 2391); HEp-2 cells, RSV-induced CPE inhibition; higher % means a stronger effect; CPE inhibition, % at 10 µM; hits with a dose series show IC50 in µM; hit rate 0.13% among 310,000; in the data active means a potency from the dose series; inconclusive means CPE inhibition mostly from about 23% at the one dose, without a potency; inactive means the rest, 99 in 100 with CPE inhibition below about 21%; further: strong numbers were not always called active
NTR1 ag = NTR1-driven beta-arrestin-GFP spot formation – imaging, U2OS cells, high content, primary screen (AID 493036) | agonist mode | P30989 | hit rate 0.17% among 330,000 | activation, % at 20 µM;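 active means activation at or above 40% of the spot to cytoplasm intensity ratio, with at least 20 cells analyzed; inconclusive means wells under 20 cells, flagged as cytotoxic or low count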;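 further: 0% = DMSO without peptide and 100% = 100 nM NTR1 peptide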
Target sequence (P30989 whole entry, looked up): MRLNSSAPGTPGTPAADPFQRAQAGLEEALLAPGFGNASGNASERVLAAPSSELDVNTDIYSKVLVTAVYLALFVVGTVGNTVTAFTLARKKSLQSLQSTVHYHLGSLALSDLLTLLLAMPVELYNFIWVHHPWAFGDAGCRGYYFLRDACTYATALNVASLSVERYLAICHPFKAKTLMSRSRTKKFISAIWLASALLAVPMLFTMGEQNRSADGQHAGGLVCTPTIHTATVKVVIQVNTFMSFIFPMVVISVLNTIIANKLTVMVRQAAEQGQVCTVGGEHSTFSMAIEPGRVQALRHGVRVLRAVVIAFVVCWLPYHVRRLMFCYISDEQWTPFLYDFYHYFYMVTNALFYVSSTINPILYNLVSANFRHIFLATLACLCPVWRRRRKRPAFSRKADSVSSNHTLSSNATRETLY
K1F lysis inhibition = protection from phage-mediated lysis, alamar blue read-out – E. coli UTI89, K1F phage, bacterial capsule biogenesis inhibitors (AID 488966); E. coli UTI89 K1F phage lysis, alamar blue, 2 h; higher % means a stronger effect; one-dose inhibition, % at 100 µM; IC50 in µM for titrated hits; hit rate 0.02% among 340,000;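 active means phage lysis inhibition, versus mean bacterial control, above a set limit; inconclusive means no clear call, values can overlap the other calls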;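 further: capsule biogenesis inhibitors block K1F phage lysis so surviving cells raise fluorescence; higher fluorescence means more inhibition of phage lysis; actives were called in the ten point dose series up to 300 µM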
SIAH1 antagonists = blockers of Siah-1 interaction with plectin peptide – biochemical, fluorescence polarization, rhodamine-plectin, uHTS, primary screen (AID 1817) | Siah-1 / rhodamine-plectin peptide fluorescence polarization; higher % means a stronger effect | displacement, % at 20 µM; hits with a dose series show IC50 in µM | hit rate 0.02% among 290,000;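 active means displacement of at least 50% at 20 µM, with a fluorescence ratio check between 0.3 and a set limit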;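 further: plate controls were Siah plus tracer with DMSO for no effect and tracer alone without Siah for full effect; strong numbers were not always called active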
Rac1 GTP hydrolysis = MgcRacGAP GTPase-activating activity inhibitors, confirmation, biochemical, ADP Hunter fluorescence | MgcRacGAP-stimulated Rac1 GTP hydrolysis, ADP Hunter fluorescence; higher % means a stronger effect; GST-tagged Rac1 F28L mutant substrate | AID 624330 | hit rate 0.6% among 340,000 | one-dose inhibition, % at 30 µM; IC50 in µM for titrated hits;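 active means first-screen hits whose inhibition reached a set limit at any dose in the follow-up dose series; inconclusive means inhibition above the set first-screen limit but never retested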;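 further: fluorescence reports GDP produced by GAP-driven GTP hydrolysis; strong numbers were not always called active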
Dengue-2 NS5 capping = flavivirus cap methylation enzyme inhibition – biochemical, confirmation dose response, primary screen (AID 588689). Dengue-2 NS5 methyltransferase capping enzyme assay, biochemical; higher % means a stronger effect. inhibition, % at 25 µM; hits with a dose series show IC50 in µM. hit rate 0.3% among 340,000; in the data active means a potency from the dose series; inconclusive means inhibition above about 29% without an active follow-up result
West Nile antiviral = West Nile virus antiviral activity, cell-based, CPE readout (AID 1621); CPE inhibition, % at 10 µM, or IC50 in µM where a hit was titrated; hit rate 0.02% among 290,000; West Nile virus-infected cells, CPE inhibition; higher % means a stronger effect; in the data active means a potency from the dose series; inconclusive means CPE inhibition mostly from about 3.7% at the one dose, without a potency; inactive means the rest, 99 in 100 with CPE inhibition below about 2.2%; further: strong numbers were not always called active
AID2073 = inhibitors of Mint1-CaV2.2 protein interaction, biochemical, HTRF (AID 2073) | HTRF protein-protein interaction, Mint1-CaV2.2; higher % means a stronger effect | hit rate 0.19% among 290,000 | one-dose inhibition, % at 20 µM; IC50 in µM for titrated hits; in the data active means inhibition mostly above about 51%, no sharp cut-off; inconclusive means no clear call, values can overlap the other calls; inactive means mostly below about 53%; further: some results filed as inactive read as strong as hits
NTR1 ag cell count 20 µM = recorded beside NTR1 ag, whose call it bears; cell count; measured here: cell count, cytotoxicity flag
Dengue-2 NS5 capping pilot replicate = recorded beside Dengue-2 NS5 capping, whose call it bears; inhibition, %; measured here: pilot screen replicate inhibition
* marks the source's active call; other numbers are inactive results; ? = inconclusive; · = not tested or not shown; [ ] = another dose, or the depositor's remark.

SMILES | SV40 large T antigen | RSV antiviral HEp-2 | NTR1 ag | NTR1 ag cell count 20 µM | K1F lysis inhibition | SIAH1 antagonists | Rac1 GTP hydrolysis | Dengue-2 NS5 capping | West Nile antiviral | AID2073 | others
Cc1ccsc1C(=O)OCC(=O)N(C)C1CCCCC1 | · | · | 1.5 | 57 | 0.3%[50 µM] | · | 3% | -1% | · | ·
CCN1C(=O)[C@H]2[C@@H](c3ccc(C)cc3)N3C(=O)N(c4cccc(Cl)c4)C(=O)[C@@]3(Cc3ccccc3)[C@H]2C1=O | 2% | 5.3% | 0.1 | 78 | 2.3% | · | 8% | 0% | · | ·
CC(=O)N1CCC(C(=O)N2CCN(S(=O)(=O)c3ccc(Cl)s3)CC2)CC1 | 24% | 1.7% | 0.8 | 70 | 0.0% | -8% | 9% | 3% | -0.3% | 4%
Cc1c(C(=O)N(C)C)sc2nc(-c3ccccn3)[nH]c(=O)c12 | 3% | 4.7% | -0.1 | 46 | 0.1% | 0% | 8% | 3% | 0.0% | -6%
NC(=O)c1nsc(C(=O)N(c2ccc3c(c2)OCCO3)C(C(=O)NCC2CCCO2)c2ccc(F)cc2)c1N (stereo not drawn) | 1% | 1.0% | 3.2 | 42 | 0.0% | -9% | 9% | 1% | -1.1% | 1%
Cc1occc1C(=O)Nc1nnc(C2CCCCC2)s1 | 5% | -0.9% | 4.7 | 82 | -1.6% | 0% | -6% | -5% | -0.2% | -2%
CN1C2CCC1CC(NS(=O)(=O)c1cc(Cl)c(Cl)cc1Cl)C2 (stereo not drawn) | 17% | -0.3% | 0.3 | 66 | 0.2% | 0% | 4% | -3% | 0.9% | 16%
O=[N+]([O-])c1ncccc1OCc1ccc(Br)cc1F | 4% | 0.6% | -1.2 | 42 | 0.1% | 0% | 3% | -9% | 0.1% | -1%
CCn1c(N2CCN(C(=O)Nc3ccc(F)cc3)CC2)nc2ccccc21 | 15% | 3.0% | 2.4 | 37 | 3.0% | 2% | 15% | -5% | 0.0% | -4%
COc1cc(/C=N/n2c(C3CCCCC3)n[nH]c2=S)cc(OC)c1O | 11% | 1.4% | 0.5 | 71 | 0.3% | 3% | 16% | -5% | -0.6% | -32%
Cc1cc(NC(=O)c2ccc(C)s2)n(-c2ccccc2)n1 | 2% | 1.0% | 1.7 | 74 | -1.5% | -3% | -12% | -2% | -0.6% | 0%
COc1cccc(CN2CC(C(=O)NCc3ccc(Cl)s3)CCC2=O)c1 (stereo not drawn) | · | · | 0.7 | 48 | 0.3% | -3% | 7% | -9% | 0.7% | 2%
O=C(NCCCN1CCCC1=O)c1ccc(NS(=O)(=O)c2ccccc2)cc1 | 23% | -0.3% | -0.5 | 66 | 0.2%[50 µM] | · | 7% | 4% | · | ·
Cc1ccc(-c2cc(C(=O)NCCCN3CCOCC3)no2)cc1 | 4% | -0.2% | 1.8 | 46 | 0.4% | 1% | 5% | -7% | -1.1% | 3%
O=C(c1cn(-c2ccccc2)nc1-c1cccs1)N1CCOCC1 | 8% | 1.9% | 1.0 | 52 | 0.4% | -3% | 5% | 4% | -0.1% | 2%
CCCCC(=O)N1C/C=C\[C@H](c2ccc(OC)cc2)N(Cc2ccc(F)cc2)C(=O)[C@@H]1C | -1% | -0.3% | 2.8 | 87 | 0.5% | · | 11% | -1% | -0.1% | ·
CC(C)(C)C(=O)Nc1c2c(nn1-c1ccccc1)CSC2 | -3% | 1.7% | 0.9 | 61 | 0.3% | -2% | 8% | 0% | 0.0% | -1%
Cc1ccc(-n2nnc3c(=O)n(Cc4cc(C)ccc4C)cnc32)cc1 | 8% | 1.3% | 5.8 | 59 | 7.8% | 26% | 2% | -8% | -0.9% | 20%
O=C(O)CCCCCN1C(=O)c2ccc(C(=O)O)cc2C1=O | 5% | -0.6% | -0.2 | 61 | 1.1% | 2% | 2% | -1% | 0.4% | 0%
Cc1nnc(NC(=O)CSc2nc(C3CCCCC3)nc3ccccc23)s1 | 4% | 0.7% | 0.2 | 47 | 0.2% | 3% | 6% | -3% | -0.7% | 21%
Cc1cc(C)c2c(=O)[nH]c(SCC(=O)c3ccc(C)c(C)c3)nc2n1 | 13% | 4.9% | 2.1 | 89 | -0.1% | 8% | 1% | -7% | 0.1% | 2%
CCOC(=O)c1ccc(NC(=S)NC(=O)c2cncc(Br)c2)cc1 | 10% | 1.2% | 2.3 | 81 | 0.1% | -2% | 16% | -5% | 0.1% | 11%
COc1ccc(C(CNC(=O)c2ccc(S(=O)(=O)N(C)C)cc2)N2CCCCC2)cc1 (stereo not drawn) | 3% | 1.1% | 0.4 | 42 | 0.1% | 12% | 1% | -9% | -1.0% | 4%
CC/C(=N/Nc1cccc(C)c1)c1cnnc(SC)n1 | 3% | 4.8% | 0.8 | 51 | 1.3%[50 µM] | 11% | 0% | 12% | -1.3% | -5%
Cc1ccc(-n2c3c(c(=O)[nH]c2=O)C(NS(=O)(=O)c2ccc(C)cc2)(C(F)(F)F)C(=O)N3)cc1 (stereo not drawn) | 3% | 1.0% | 0.1 | 59 | 3.6% | 7% | 2% | -6% | 0.0% | 2%
COc1cc(/C=C(\C#N)C(=O)N2CCOCC2)cc(Br)c1O | 29% | -1.6% | -0.3 | 99 | 0.1% | -7% | 14% | -23% | 0.0% | 15%
COc1cc(OC)cc(C(=O)Nc2ccc(-c3nc4ccccc4o3)cc2)c1 | -15% | 3.5% | 8.2 | 50 | 0.7% | -2% | 9% | 2% | 0.0% | 18%
Cn1c(=O)n(C)c2cc(S(=O)(=O)Nc3ccc(F)cc3)ccc21 | 3% | 9.8% | -1.4 | 56 | 0.3% | -1% | 9% | 10% | -0.8% | 5%
CC(Oc1ccccc1F)C(=O)NN (stereo not drawn) | 2% | 1.3% | -0.4 | 32 | 2.5% | 5% | 8% | -5% | 0.0% | 2%
Cc1ccc(C)c(CN2CCC(CNC(=O)Nc3ccc(F)c(Cl)c3)CC2)c1 | 6% | 21% | 5.0 | 52 | -0.1%[50 µM] | 1% | 8% | -8% | ? | -2%
COC(=O)c1c(C)c(C)nc(N)c1C#N | 23% | 3.5% | 1.2 | 66 | 7.5% | 3% | 3% | -6% | 0.0% | -9%
O=C(CCCCC(=O)Nc1ccccc1)Nc1ccccc1 | 9% | 1.2% | 1.5 | 64 | 0.0% | -1% | 4% | -2% | -0.1% | -7%
CCCNC(=O)N1CCC(C(=O)c2ccc(F)cc2)CC1 | 13% | 0.4% | 0.5 | 102 | -0.7% | -1% | 0% | -2% | -0.3% | -7%
CC(=O)N(Cc1ccc(Cl)cc1)c1cnccn1 | -9% | -0.9% | -1.9 | 95 | 0.1% | -2% | 5% | 1% | -0.1% | 15%
O=[N+]([O-])c1cccc(S(=O)(=O)NCCCN2CCOCC2)c1 | 9% | 0.3% | 1.3 | 39 | 4.3% | -9% | 6% | -5% | 0.0% | -12%
O=C(NCCS(=O)(=O)N1CCc2ccccc2C1)c1ccccc1 | 11% | -2.5% | 0.0 | 46 | 0.9%[50 µM] | · | 2% | 5% | · | ·
CCCOc1ccc(OCCSc2ncccn2)cc1 | 17% | 9.8% | -0.4 | 61 | 5.7% | 9% | 5% | -7% | 0.1% | 37%
CC(NC(=O)c1ccco1)C(c1cccs1)N1CCOCC1 (stereo not drawn) | 7% | 2.1% | -1.2 | 57 | 6.8% | 1% | 6% | -4% | 0.2% | 4%
CCOC(=O)CN(C)C(=O)C1CCCN1C(=O)OC(C)(C)C (stereo not drawn) | 10% | 2.0% | -4.4 | 68 | 1.0% | · | 7% | -2% | -0.1% | ·
O=C(COC(=O)c1ccc([N+](=O)[O-])s1)NC(=O)NCc1ccccc1 | 3% | 2.7% | 0.1 | 95 | -0.1% | 50% | 12% | 4% | 0.3% | -14%
CC(OC(=O)CSc1ccc([N+](=O)[O-])cc1)C(=O)NC1CC1 (stereo not drawn) | · | 2.9% | -0.7 | 60 | 0.1%[50 µM] | · | 7% | -8% | · | ·
CCN(CC)C(=O)CN1C(=O)C2(NC(=O)c3ccccc3N2)c2ccccc21 (stereo not drawn) | 3% | 0.4% | -1.5 | 56 | 5.4% | 0% | 4% | -4% | -0.1% | 0%
CCOC(=O)C1=C(O)/C(=C/c2ccc(OCC(=O)Nc3ccc(C)cc3)cc2)N=C1C | 5% | 0.9% | 37 | 73 | 0.6%[50 µM] | 0% | 6% | -9% | -0.4% | 7%
Oc1ccc(/C=N/Nc2ccnc3cc(Cl)ccc23)cc1O | 14% | -2.3% | 26 | 56 | 1.1%[50 µM] | 8% | 30µM* | -1% | -0.5% | 18%
O=C(NCc1ccncc1)C(=O)NC1CC1 | 20% | -1.5% | -0.3 | 59 | 0.0% | -2% | 5% | -2% | 0.8% | 17%
COc1ccc(CNS(=O)(=O)c2ccc3c(c2)N(C)CCO3)cc1 | 70% | 17% | -0.8 | 70 | 0.3% | 0% | 12% | 1% | -0.6% | 9%
NC(=O)C1(N2CCCCC2)CCN(C(=O)c2ccc(C#Cc3ccccc3)o2)CC1 | 7% | 0.2% | 1.1 | 47 | -0.1% | 3% | 8% | -2% | 1.2% | 4%
COc1cccc(OCC(O)CN2CCOCC2)c1 (stereo not drawn) | 0% | 0.8% | 0.2 | 46 | 0.5% | 1% | 7% | -3% | 0.5% | 4%
O=C(O)c1ccccc1CSc1ccccn1 | 12% | -0.7% | -0.4 | 39 | -0.9% | -2% | 2% | -3% | 0.7% | -7%
CCN(CC)CC(=O)Nc1ccc(-c2ccc(NC(=O)CN(CC)CC)c(OC)c2)cc1OC | 3% | 0.8% | 9.7 | 58 | 7.4% | 4% | 6% | -2% | -1.4% | -5%
CN(C)/C=N/C(=S)Nc1cc(Cl)cc(Cl)c1 | 2% | 3.0% | 0.1 | 47 | 1.3% | -2% | 5% | 2% | -0.3% | 1%
CCC(Oc1ccccc1)C(=O)Nc1ccc(S(=O)(=O)NCC2CCCO2)cc1 (stereo not drawn) | 4% | 12% | -1.9 | 92 | 0.2% | 2% | 3% | 2% | -1.0% | 0% | Dengue-2 NS5 capping pilot replicate=-2.7
CCOC(=O)N1CCN=C1SCc1ccc(Cl)c(Cl)c1 | -5% | 7.5% | 3.6 | 60 | 0.5% | 6% | -1% | 5% | -1.3% | -10%
C=CCn1c(-c2cccn(Cc3ccc(Cl)cc3Cl)c2=O)n[nH]c1=S | 12% | 8.0% | 2.8 | 66 | 0.1% | -5% | 7% | -8% | -1.1% | -15%

Screening data: PubChem BioAssay, several laboratories
